Screens from PubChem BioAssay.
DT40 TDP1 CPT – qHTS for Inhibitors of human tyrosyl-DNA phosphodiesterase 1 (TDP1): qHTS in cells in presence of CPT | chicken DT40 Tdp1-/-;hTDP1 cells + 20 nM CPT, ATP luminescence, 48 h | Potency, µM (highest dose often 46.2 µM), without a hit: at the highest dose activity change, negative = growth inhibition, most hits filed as inhibitors | actives 12% (n = 420,000) | AID 686979, 2013; note: nearly all actives have a fitted effect of over 55% in size
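Chicken DT40 Tdp1-/- cells stably complemented with human TDP1 were seeded at 400 cells/well in medium containing 20 nM camptothecin, exposed to pin-transferred compounds, and grown at 37 °C for at least 48 hr. Viability was read as ATP luminescence.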
TDP1 block – qHTS Assay for Inhibitors of Tyrosyl-DNA Phosphodiesterase (TDP1); Potency, µM (highest dose often 130 µM), without a hit: at the top dose activity change, negative = inhibition, actives largely listed as inhibitors; actives 0.28% (n = 350,000); Tyrosyl-DNA phosphodiesterase 1 (Homo sapiens), Q9NUW8; recombinant TDP1, AlphaScreen DNA substrate cleavage; note: nearly all actives have a fitted effect of over 40% in size
Target sequence (Q9NUW8 whole entry, looked up): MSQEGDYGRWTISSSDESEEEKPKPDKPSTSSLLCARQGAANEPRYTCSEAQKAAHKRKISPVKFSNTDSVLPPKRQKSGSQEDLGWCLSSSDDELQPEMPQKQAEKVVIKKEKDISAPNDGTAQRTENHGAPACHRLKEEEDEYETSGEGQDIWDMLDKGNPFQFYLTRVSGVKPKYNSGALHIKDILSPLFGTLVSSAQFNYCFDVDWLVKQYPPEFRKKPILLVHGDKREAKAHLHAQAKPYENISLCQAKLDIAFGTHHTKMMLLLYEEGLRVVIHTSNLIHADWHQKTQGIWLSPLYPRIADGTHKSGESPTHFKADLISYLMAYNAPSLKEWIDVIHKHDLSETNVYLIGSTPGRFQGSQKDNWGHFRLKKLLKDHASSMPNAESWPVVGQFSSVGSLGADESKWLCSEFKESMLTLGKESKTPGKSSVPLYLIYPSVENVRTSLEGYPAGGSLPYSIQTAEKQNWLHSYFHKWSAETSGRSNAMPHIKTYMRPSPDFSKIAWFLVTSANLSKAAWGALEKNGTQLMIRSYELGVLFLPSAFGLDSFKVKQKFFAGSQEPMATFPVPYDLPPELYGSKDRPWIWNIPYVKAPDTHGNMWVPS
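Signal: AlphaScreen proximity between streptavidin donor and anti-FITC acceptor beads on intact substrate. Reaction: Tdp1 1 nM, substrate 15 nM final, 5 min RT after 15 min compound preincubation.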
TDP1 cell noCPT – qHTS for Inhibitors of human tyrosyl-DNA phosphodiesterase 1 (TDP1): qHTS in cells in absence of CPT | actives 15% (n = 420,000) | DT40 Tdp1-/- hTDP1 cells, no CPT, ATP luminescence, 48 h | Potency, µM (highest dose often 46.2 µM), without a hit: at the highest dose activity change, negative = growth inhibition, most hits filed as inhibitors | AID 686978, 2013; note: nearly all actives have a fitted effect of over 55% in size
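Cells were dispensed at 400 per well, compounds added by pin tool, plates incubated ≥48 hr at 37 °C, then CellTiter-Glo added for 30 min at room temperature before luminescence reading. Line: DT40 Tdp1-/- complemented with hTDP1; camptothecin omitted.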
Active calls of the source: *; ? = inconclusive; . = not tested or not shown; & = joins results of further samples; [ ] = remark or other dose. Calls come from the whole dose curve; as a rule, active = well fitted curve in the direction sought with a large enough effect; inconclusive = small, poorly fitted or top-dose-only effect, or another doubt; inactive = no such curve, though single readings can be large; an effect the other way counts as inactive or inconclusive. % is set by controls: 0 for no effect and ±100 for the full control effect; potency is the fitted concentration of half-maximal effect.

SMILES	DT40 TDP1 CPT	TDP1 block	TDP1 cell noCPT
O=C(CN1C(=O)COc2ccc(S(=O)(=O)N3CCOCC3)cc21)NCc1ccccn1	-3%	5%	6%
O=C1C(Cl)=C(NC2CCCCC2)C(=O)N1c1ccc(Cl)cc1	-24%	0%	0%
O=C(N/N=C/c1ccccn1)c1cc(-c2ccc3ccccc3c2)n[nH]1	?	.	?
CSc1nnc(C2CCCN2)n1C (stereo not drawn)	-13%	-6%	-14%
COCCNC(=O)CSc1nc2ccccc2c(=O)n1CCCC(=O)NCc1ccccc1	4%	-11%	-12%
Cc1c(C(=O)NCc2cccs2)sc(=O)n1Cc1ccc(S(=O)(=O)N(C)C)cc1	?	.	23µM*
N#Cc1ccc(S(=O)(=O)N2CCC(Oc3cccc(C(F)(F)F)c3)CC2)cc1	?	5%	?
Cc1ccc(S(=O)(=O)n2cnc3cc([N+](=O)[O-])ccc32)c(C)c1C	-15%	-3%	-21%
COc1cc(S(=O)(=O)N(Cc2ccccc2)Cc2ccccn2)ccc1-n1cnnn1	-27%	3%	?
CC(C)(O[C@@H]1O[C@H](CO)[C@@H](O)[C@H](O)[C@H]1O)[C@H]1Cc2cc3ccc(=O)oc3cc2O1	8%	-1%	0%
Oc1ccc(-c2csc(-c3cccnc3)n2)cc1O	18µM*	.	23µM*
CCOC(=O)c1sc(N(Cc2ccccc2)C(=O)COC(=O)c2cnccn2)nc1C	-22%	0%	?
CC(/C=N/n1c(-c2ccco2)n[nH]c1=S)=C\c1ccccc1	?	9%	?
O=C(Nc1c(Cl)ccc2nsnc12)c1ccc([N+](=O)[O-])o1	?	1%	?
CC1C(=O)C(C)C(c2ccco2)NC1c1ccco1 (stereo not drawn)	-7%	10%	-3%
C=CCN1[C@@H](C(C)C)COCCS1(=O)=O	-15%	.	18%
COc1ccc(NC(=O)CSc2nc(=O)n(CCN(C)C)c3c2CCCC3)cc1OC	-4%	1%	0%
Cc1c(C(=O)OC2CCCC2C)[nH]c2c1C(=O)CCC2 (stereo not drawn)	21µM*	5%	?
O=C(NNC(=O)c1cccc(C(F)(F)F)c1)c1ccc(-n2cnnn2)cc1	10%	-4%	1%
Cc1c(Br)c([N+](=O)[O-])nn1C(C)C(=O)NCc1cccnc1 (stereo not drawn)	-16%	6%	-24%
CSc1ncnc2c1ncn2CCCNCc1cccs1	5%	.	-5%
O=C(O)C(Cc1c[nH]c2ccccc12)NS(=O)(=O)c1ccc(F)cc1 (stereo not drawn)	-11%	.	4%
O=C1c2ccccc2NC(c2ccc(F)cc2)N1Cc1ccccc1 (stereo not drawn)	?	.	?
COc1ncc2nc(CCc3ccccc3)c(=O)n(Cc3ccc(F)cc3)c2n1	?	.	23µM*
O=C(O)c1ccc(S(=O)(=O)N(Cc2ccc(F)cc2)C2CCCCC2)cc1	-5%	6%	2%
CCC(C)NC(=S)N(CCc1ccccc1)Cc1cc2cc(OC)c(OC)cc2[nH]c1=O (stereo not drawn)	?	5%	18µM*
COc1cc(-c2nc(-c3ccc(NC(=O)c4ccc(Br)o4)cc3)no2)cc(OC)c1OC	13µM*	6%	16µM*
O=C(NC1CCCCC1)C1CCN(S(=O)(=O)c2cccc3nonc23)CC1	-1%	7%	10%
COc1cc(NC(=O)c2c(Cl)cnn2C)c(OC)cc1Cl	16%	-2%	4%
O=C(Cc1c(F)cccc1Cl)Nc1ccc(S(=O)(=O)N2CCCC2)cc1	-10%	4%	?
CCCCC(=O)Nc1ccc(C2C(=O)c3ccccc3C2=O)cc1	-24%	.	?
COCCN(C(=O)CSc1nc2ccccc2c(=O)n1CCOC)c1c(N)n(Cc2ccccc2)c(=O)[nH]c1=O	6%	5%	-22%
O=C(O)C(F)(F)C(NCc1ccccc1)c1ccccc1 (stereo not drawn)	-10%	.	-6%
O=CNc1ccccc1	2%	0%&6%	-9%
O=C(Cc1cc(=O)[nH][nH]1)N/N=C/c1ccccc1[N+](=O)[O-]	-1%	5%	-17%
CCc1ccc(-c2cc(C)no2)cc1S(=O)(=O)NCc1ccc(OC)cc1	0.92µM*	-3%	1µM*
Cc1ccc(C2(C(=O)N3CCC(n4nc(-c5ccccc5)oc4=O)CC3)CC2)cc1	?	4%	?
O=C(c1ccccc1)c1c(-c2ccccc2)[nH]n(-c2ccccc2)c(=O)c1=O	4%	.	-22%
CC1CCN(CC(=O)Nc2ccc(S(=O)(=O)N3C(C)CCCC3C)cc2)CC1 (stereo not drawn)	?	.	15µM*
COC(=O)c1ccc(/C=C/C(=O)c2ccc(OC)cc2)cc1	?	2%	16µM*

Exported in markdown: part of the list above.
| SMILES | DT40 TDP1 CPT | TDP1 block | TDP1 cell noCPT |
| --- | --- | --- | --- |
| CCCCC(=O)Nc1ccc(C2C(=O)c3ccccc3C2=O)cc1 | -24% | . | ? |
| O=C(c1ccccc1)c1c(-c2ccccc2)[nH]n(-c2ccccc2)c(=O)c1=O | 4% | . | -22% |
| O=C(Cc1cc(=O)[nH][nH]1)N/N=C/c1ccccc1[N+](=O)[O-] | -1% | 5% | -17% |
| O=CNc1ccccc1 | 2% | 0%&6% | -9% |
| Cc1ccc(C2(C(=O)N3CCC(n4nc(-c5ccccc5)oc4=O)CC3)CC2)cc1 | ? | 4% | ? |

(list continues)
SMILES	DT40 TDP1 CPT	TDP1 block	TDP1 cell noCPT
CC(=O)NCc1ccc(C(=O)CCl)s1	0.52µM*	3%	1.2µM*
CCN1C(=O)N[C@H](c2ccc(Br)cc2)C(C(C)=O)=C1C	21µM*	4%&3%	16µM*
Cc1cccc(Nc2cc(C)nc3nc(-c4ccccc4)nn23)c1	-24%	7%	-10%
CC#CC[N+](C)(C)CCCCCCCC	12µM*	.	9.2µM*
COc1ccc(NC(=O)c2sccc2SCC#N)cc1	-1%	0%	-8%
COc1ccccc1C(=O)C1CCCN(C(=O)c2snnc2C)C1 (stereo not drawn)	?	.	-15%
O=C(/C=C/c1ccc2c(c1)OCO2)c1ccc(O)cc1O	?	.	?
COc1ccccc1CNC(=O)CCn1c(=O)c2ccccc2n(CC(=O)Nc2ccc(C)cc2C)c1=O	1%	8%	-7%
O=C(NC1CC(=O)N(c2ccc(Cl)cc2)C1)C1CCCCC1 (stereo not drawn)	-12%	3%	4%
Cc1ccc(-c2noc(CN3CCN(Cc4ccccc4)CC3)n2)cc1	?	1%	?
COC(=O)C1CC(=O)c2ccsc2C1 (stereo not drawn)	-16%	0%	16%
O=C(CSc1ccc(F)cc1)Nc1ccc(N2CCOCC2)cc1	-3%	4%[56.1 µM]	11%
CCOC(=O)C1CCN(C(=O)N(CC)CC)CC1	4%	1%	7%
O=C(C1CCN(S(=O)(=O)N2CCOCC2)CC1)N1CCc2ccccc21	-5%	2%	-19%
S=C(NCCCN1CCOCC1)Nc1ccc(N2CCOCC2)cc1	0%	0%	-10%
COc1ccc(-c2nc3ccccc3o2)cc1NC(=O)C(C)Oc1ccc(Cl)cc1Cl (stereo not drawn)	?	-3%	23µM*
COCCCNC(=O)CCc1nnc2ccc(N3CCC(C)CC3)nn12	-6%	.	1%
CCCCC[C@H]1CN(CCCC)C(=O)[C@@H]1CC(=O)NCc1ccccc1	-28%	.	?
Cc1cc(C(=O)Cn2cc(C(F)(F)F)ccc2=O)c(C)n1CC1CCCO1 (stereo not drawn)	-9%	4%	-9%
Cc1ccc(NS(=O)(=O)c2sc3ccc(Cl)cc3c2C)cc1	?	2%	?
O=C(O)c1ccc(NS(=O)(=O)c2ccc(Cl)cc2)cc1	-15%	-8%	-15%
CCN1CCCC1CNC1=NCCCCC1 (stereo not drawn)	2%	6%	-3%
O=C(CNC(=O)c1nc[nH]c1C(=O)N1CCNCC1)OCc1ccccc1	15%	.	-10%
CN(CC(=O)Nc1c(Cl)cccc1Cl)C(=O)c1ccc(NS(=O)(=O)c2ccc3[nH]c(=O)[nH]c3c2)cc1	4%	.	0%
O=C(c1cccc(F)c1)N1CCC(c2nc3ccccc3s2)CC1	1%	6%	5%
O=C(Nc1ccn(CCCN2CCC(N3CCOCC3)CC2)c(=O)n1)OCc1ccccc1	-16%	.	-10%
O=C(OCc1c(F)cccc1Cl)c1cccnc1Cl	1%	.	1%
O=C1c2cccnc2C(=O)N1CO	4%	4%	-25%
CCC(c1nc2ccccc2[nH]1)n1c(=O)c(-c2cccs2)nc2ccccc21 (stereo not drawn)	18µM*	.	18µM*
CCc1nnc2n1N=C(c1ccc(Br)cc1)CS2	-4%	.	-12%

Grouped by structure: the entries above with a thiophene ring, fused or not (seven)
SMILES	DT40 TDP1 CPT	TDP1 block	TDP1 cell noCPT
Cc1c(C(=O)NCc2cccs2)sc(=O)n1Cc1ccc(S(=O)(=O)N(C)C)cc1	?	.	23µM*
CSc1ncnc2c1ncn2CCCNCc1cccs1	5%	.	-5%
CC(=O)NCc1ccc(C(=O)CCl)s1	0.52µM*	3%	1.2µM*
COc1ccc(NC(=O)c2sccc2SCC#N)cc1	-1%	0%	-8%
COC(=O)C1CC(=O)c2ccsc2C1 (stereo not drawn)	-16%	0%	16%
Cc1ccc(NS(=O)(=O)c2sc3ccc(Cl)cc3c2C)cc1	?	2%	?
CCC(c1nc2ccccc2[nH]1)n1c(=O)c(-c2cccs2)nc2ccccc21 (stereo not drawn)	18µM*	.	18µM*

Next part
SMILES	DT40 TDP1 CPT	TDP1 block	TDP1 cell noCPT
O=C1C(=O)N(CC2COc3ccccc3O2)c2ccccc21 (stereo not drawn)	1.6µM*	.	1.5µM*
CCOC(=O)C1NN=C(C(=O)c2ccc(C)cc2)C1c1ccc(C)cc1 (stereo not drawn)	18µM*	3%	21µM*
Oc1ccccc1/C=N/n1c(-c2ccccc2)n[nH]c1=S	0%	.	-3%
COc1cc2nc(-c3cccs3)oc(=O)c2cc1OC	-15%	.	-14%
Cc1cc(=O)[nH]c2nc(N)ccc12	2%	.	10%
Cc1ccc(-c2nn(-c3ccccc3)c3[nH]c(=O)c(CNCc4ccccc4)cc23)cc1	?	-3%	?
CCCCNC(=O)CSc1nc(O)cc(=O)n1C1CCCC1	0%	-3%	6%
c1ccc(CCNc2ncnc3c2cnn3-c2ccccc2)cc1	?	-1%	?
CC(C)Cn1c(=O)c2ccccc2n2c(-c3ccc(Br)cc3)nnc12	?	9%	?
CCCCCC(=O)Nc1ccccc1N1CCN(c2ccccc2)CC1	?	9%	?
CCCC(C(=O)NCc1ccco1)N(C(=O)CNS(=O)(=O)c1ccccc1)C1CCCC1 (stereo not drawn)	-24%	7%	?
CN(C)C(=O)COc1ccc(S(=O)(=O)c2ccc(OCC(=O)N(C)C)cc2)cc1	3%	.	-17%
CCN(CC)c1ccc(C2C(C(=O)OCCOC(C)C)=C(C)NC3=C2C(=O)CCC3)cc1 (stereo not drawn)	?	-8%	?
CS(=O)(=O)NCc1nnc(SCC(=O)NC2CCCCC2)n1-c1ccc(F)cc1	-5%	7%	?
CC(C)n1c(S(=O)(=O)O)nc2ccccc21	12%	.	-15%
Cc1cccc(OC2CCN(Cc3c(C(=O)N4CCCC4)nc4ccccn34)CC2)c1	?	0%	?
CCOc1ccc(CN2CCc3nc(Nc4ccc(OC)cc4OC)ncc3C2)cc1	21µM*	4%	?
O=C(Nc1ccc(F)cc1F)c1c2c(nc3ccccc13)C(=O)N(C1CCCCC1)C2	?	6%	?
O=C(Nc1nc2c(F)cc(F)cc2s1)C1COc2ccccc2O1 (stereo not drawn)	?	.	-25%
O=C(Nc1cccc(-c2nn[nH]n2)c1)c1ccc(Br)s1	-15%	2%	-1%
Nc1nnc(SCC(=O)N2CCc3ccccc3C2)s1	1%	-1%	-21%
Cn1c(=O)c2nc(SCCO)n(C)c2n(C)c1=O	5%	.	?
CCC1C2CN(C(C)=O)CC=C2C(C#N)=C(N)C1(C#N)C#N (stereo not drawn)	-23%	6%	-10%
CS(=O)(=O)c1ccc(-c2csc(-c3cccnc3)n2)cc1	5%	.	-28%
COc1ccc(CC(=O)N2CCN(S(=O)(=O)c3cc(Cl)ccc3Cl)CC2)cc1	?	0%	-25%
CCCCN(CCCC)C(=S)[S-].CCCCN(CCCC)C(=S)[S-].[Zn+2]	15%	.	-3%
Cc1cc(S(N)(=O)=O)c(N)c(S(N)(=O)=O)c1	17%	-6%	4%
CCC(=O)N1CCC1(C)C(=O)Nc1ccc2c(c1)OCO2 (stereo not drawn)	2%	.	-3%
CCOC(=O)CSc1nc2nc(C)cc(C)n2n1	7%	2%	-14%
CN(C)S(=O)(=O)c1ccc(NC(=O)CN2CCCc3ccccc32)cc1	-25%	8%	-4%
C[C@]12C=CC(=O)C=C1CC[C@@H]1[C@@H]2[C@@H](O)C[C@@]2(C)[C@H]1CC[C@]2(O)C(=O)COC(=O)CCC(=O)NCCc1ccc(O)cc1	-25%	.	-15%
